DAGLB inh: diacylglycerol lipase beta (human) inhibition; Q8NCG7; inhibition, % at 5.17 µM; HEK293T DAGLB membrane lysate, EnzChek fluorogenic substrate; AID 504411; 340,000 compounds, 0.059% hits; in the data active means inhibition above about 34%;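 further: 0% = enzyme with vehicle and 100% = wells lacking enzyme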
Target sequence (Q8NCG7 whole entry, looked up): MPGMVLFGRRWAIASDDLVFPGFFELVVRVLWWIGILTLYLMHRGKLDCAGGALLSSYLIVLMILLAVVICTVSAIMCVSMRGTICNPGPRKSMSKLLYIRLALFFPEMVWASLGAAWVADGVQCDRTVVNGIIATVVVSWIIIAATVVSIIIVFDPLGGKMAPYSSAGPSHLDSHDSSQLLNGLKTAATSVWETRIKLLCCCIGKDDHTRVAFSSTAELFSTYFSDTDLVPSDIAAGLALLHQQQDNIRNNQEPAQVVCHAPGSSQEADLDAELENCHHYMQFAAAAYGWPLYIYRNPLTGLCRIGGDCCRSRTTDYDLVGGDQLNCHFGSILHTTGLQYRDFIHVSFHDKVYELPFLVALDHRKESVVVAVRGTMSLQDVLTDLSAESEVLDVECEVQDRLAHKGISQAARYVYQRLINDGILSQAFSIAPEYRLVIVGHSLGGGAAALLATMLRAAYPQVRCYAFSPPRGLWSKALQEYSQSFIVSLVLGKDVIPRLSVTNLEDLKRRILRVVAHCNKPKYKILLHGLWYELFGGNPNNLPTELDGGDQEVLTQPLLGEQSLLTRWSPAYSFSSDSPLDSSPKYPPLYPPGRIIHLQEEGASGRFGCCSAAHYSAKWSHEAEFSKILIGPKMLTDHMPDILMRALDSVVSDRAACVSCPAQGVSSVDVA
PKA-R1A act: PKA-R1A complex activation | P00514+P68181 | PKA-R1A dissociation, Cy5-IP20 fluorescence polarization; scaled: DMSO 0%, 113 µM cGMP 100% | activation, % at 11.4 µM | 340,000 compounds, 0.083% hits | AID 504707;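 active means percent activation above the mean of all tested compounds plus 3 SD, cut at about 19% in these data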;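 further: higher means more PKAc released from R1A so a rise in polarization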
CDK5 inh: blocks human CDK5/p35 kinase activity; Q00535+Q15078; Recombinant CDK5/p35, ADP-Glo luminescence, 60 min; inhibition, % at 10 µM; 330,000 compounds, 0.01% hits; AID 488839;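 active means highest replicate inhibition of at least 50% and at least 75% of replicates reaching 50%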;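 further: plate controls were DMSO neutral control for no effect and GW8510 at 10 µM for full effect; many of its hits are not listed in these tables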
phage Ecoli inh: E. coli growth loss with phage present; 360,000 compounds, 0.26% hits; inhibition, % at 11.9 µM; growth absorbance; in the data active means inhibition above about 11%
PKA-R2B activ: activators of human PKA-R2B complex | P22694+P31323 | PKA-R2B holoenzyme dissociation, Cy5-IP20 fluorescence polarization; R2B truncated from residue 108, S112A mutant; 0% DMSO only, 100% 113 µM cGMP | 340,000 compounds, 0.079% hits | activation, % at 11.4 µM | AID 504700;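 active means activation above a cutoff set at the mean over all compounds plus 3 SD, cut at about 18% in these data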;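 further: higher means more holoenzyme dissociation and a rise in polarization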
Target sequence (P31323 whole entry, looked up, other chains not shown, the tested form may be a part): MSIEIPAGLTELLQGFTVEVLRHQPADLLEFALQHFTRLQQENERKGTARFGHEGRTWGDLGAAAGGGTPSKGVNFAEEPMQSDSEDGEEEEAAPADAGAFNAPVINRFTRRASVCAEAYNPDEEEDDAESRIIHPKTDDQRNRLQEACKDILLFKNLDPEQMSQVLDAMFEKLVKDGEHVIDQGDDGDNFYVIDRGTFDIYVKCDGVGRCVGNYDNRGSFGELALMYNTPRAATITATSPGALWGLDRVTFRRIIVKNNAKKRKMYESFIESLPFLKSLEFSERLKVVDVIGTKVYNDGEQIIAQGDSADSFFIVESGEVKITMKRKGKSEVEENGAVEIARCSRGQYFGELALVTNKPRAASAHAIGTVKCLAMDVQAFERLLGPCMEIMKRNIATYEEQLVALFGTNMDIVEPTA
HTR5A ag: counter-screen for OPRM1-OPRD1 agonists: human HTR5A agonism; AID 504692; HTR5A agonist assay, luminescence, cell-based; 340,000 compounds, 0.61% hits; activation, % at 9.3 µM; in the data active means activation mostly above about 9.5%, no sharp cut-off; inactive means mostly below about 7.6%;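 further: 0% = cells with vehicle only and 100% = reference agonist; strong numbers were not always called active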
Tat transport: blocks Tat-dependent protein export in E. coli. 340,000 compounds, 0.036% hits. inhibition, % at 10 µM. E. coli MC4100 TorA-mCherry Tat export, fluorescence;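 active means mean replicate inhibition at least 50% and at least half of replicates individually reaching 50%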;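 further: exported cargo escapes ClpAP degradation while cytoplasmic cargo is degraded and loses fluorescence; 0% = median of neutral control wells and 100% = median of NaSCN control wells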
Ecoli viability: reduces bacterial viability in AddAB counter-screen; E. coli V3065 growth, OD600 absorbance, 18 h; inhibition, % at 11.9 µM; 330,000 compounds, 0.27% hits; AID 449728;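 active means inhibition above the campaign's mean inhibition across all tested compounds plus 3 SD, cut at about 9.9% in these data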;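 further: uninfected addAB+ strain grown without phage in ampicillin broth; 0% = DMSO wells and 100% = ciprofloxacin 0.95 µg/ml wells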
SUMO Mot1 rescue: SUMOylation pathway inhibition by Mot1-301 growth rescue; S. cerevisiae Mot1-301 growth rescue, ATP luminescence, 38.5C; percent above DMSO median, 100 means doubled; 320,000 compounds, 1% hits; growth rescue, % at 18.8 µM; AID 2716;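 active means every valid replicate shows activation above 250% relative to neutral control wells; inactive means the rest, any valid replicate at or below 250%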;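 further: OY570 slx delta 5 strain wells were the positive control but not used for scaling; some compounds called inactive have numbers as strong as hits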
AddAB inh: less growth of phage-infected E. coli with AddAB; E. coli expressing H. pylori AddAB, absorbance growth; inhibition, % at 11.9 µM; 330,000 compounds, 0.29% hits; in the data active means inhibition above about 12%;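 further: 0% = vehicle wells of infected cells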
HTR5A inv ag: HTR5A inverse agonism, opioid heterodimer counter-screen | P47898 | HTR5A cell line, luminescence | inhibition, % at 9.3 µM | 340,000 compounds, 0.083% hits | AID 504634; in the data active means inhibition mostly above about 23%, no sharp cut-off; inactive means mostly below about 18%;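 further: 0% = cells with DMSO and 100% = no-cell wells with DMSO; some compounds called inactive have numbers as strong as hits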
An asterisk follows results filed as active.

Results for CC(C)c1ccc(C2NC(=S)NC3=C2C(=O)CCC3)cc1 (stereo not drawn) ?
DAGLB inh: 1.4; PKA-R1A act: -2.1; CDK5 inh: 1.8; phage Ecoli inh: 3.5; PKA-R2B activ: -8.7; HTR5A ag: 2.0; Tat transport: 8.4; Ecoli viability: -1.3; SUMO Mot1 rescue: -12.8; AddAB inh: -0.1; HTR5A inv ag: 10.4

What do the screens show for `CC(=O)c1cccc(N(CC(=O)NC2CCCC2)C(=O)c2csnn2)c1`?
DAGLB inh: 2.6; PKA-R1A act: 0.9; CDK5 inh: -1.1; phage Ecoli inh: 0.8; PKA-R2B activ: 2.7; HTR5A ag: -5.0; Tat transport: 1.7; Ecoli viability: 3.1; SUMO Mot1 rescue: -11.3; AddAB inh: 1.9; HTR5A inv ag: 5.8

How did Clc1cccc(OCCN2CCCC2)c1 do in these assays?
DAGLB inh: -0.3; PKA-R1A act: -3.9; CDK5 inh: 0.8; phage Ecoli inh: 2.8; PKA-R2B activ: -4.8; HTR5A ag: 3.4; Tat transport: 18.7; Ecoli viability: -1.0; SUMO Mot1 rescue: -6.1; AddAB inh: 0.9; HTR5A inv ag: -9.3

What do the screens show for `COCC1CCCN(C(=O)c2ccc3nc(Cc4cccc(Cl)c4)oc3c2)C1` (stereo not drawn)?
DAGLB inh: 1.5; PKA-R1A act: -2.3; CDK5 inh: 0.3; phage Ecoli inh: 1.1; PKA-R2B activ: 2.1; HTR5A ag: 3.0; Tat transport: 9.9; Ecoli viability: -0.6; SUMO Mot1 rescue: 7.5; AddAB inh: 0.6; HTR5A inv ag: -22.1

What do the screens show for `CC(C)(C)CN1CCNC(=O)C1CC(=O)NCCc1ccccc1C(F)(F)F` (stereo not drawn)?
DAGLB inh: -1.4; PKA-R1A act: 2.5; CDK5 inh: -0.5; phage Ecoli inh: 1.0; PKA-R2B activ: -2.1; HTR5A ag: 3.2; Tat transport: -8.6; Ecoli viability: -1.5; SUMO Mot1 rescue: -16.2; AddAB inh: 1.1; HTR5A inv ag: -6.6

Results for CCOC(=O)/C(C#N)=N/Nc1c(S(=O)(=O)Cc2ccco2)csc1C(=O)OC ?
DAGLB inh: 0.0; PKA-R1A act: -1.4; CDK5 inh: 1.3; phage Ecoli inh: 1.9; PKA-R2B activ: -3.2; HTR5A ag: -3.0; Tat transport: 9.1; Ecoli viability: 0.3; SUMO Mot1 rescue: 7.6; AddAB inh: 0.8; HTR5A inv ag: -11.9

How did COC(=O)C1N[C@@H]([C@@H](NC(=O)COc2ccccc2)C(=O)NCc2ccsc2)SC1(C)C (stereo partly drawn) do in these assays?
DAGLB inh: -0.9; PKA-R1A act: -23.2; CDK5 inh: -0.3; phage Ecoli inh: 2.5; PKA-R2B activ: -6.5; HTR5A ag: 4.3; Tat transport: 1.9; Ecoli viability: -4.5; SUMO Mot1 rescue: -0.3; AddAB inh: 3.5; HTR5A inv ag: 4.7

Results for N#Cc1ccc(N2CCN(c3ccc(F)cc3)CC2)cc1 ?
DAGLB inh: 12.0; PKA-R1A act: 1.4; CDK5 inh: -0.1; phage Ecoli inh: 3.4; PKA-R2B activ: -6.2; HTR5A ag: -0.6; Tat transport: 1.2; Ecoli viability: -1.1; SUMO Mot1 rescue: -0.5; AddAB inh: 0.3; HTR5A inv ag: -6.0

How did O=C(c1ccc([N+](=O)[O-])cc1[N+](=O)[O-])n1cnc2ccccc21 do in these assays?
DAGLB inh: 5.1; PKA-R1A act: -10.8; CDK5 inh: 0.6; phage Ecoli inh: 2.8; PKA-R2B activ: 0.3; HTR5A ag: 9.5; Tat transport: -10.1; Ecoli viability: -2.5; SUMO Mot1 rescue: -13.9; AddAB inh: -0.5; HTR5A inv ag: -23.3

Results for O=S(=O)(c1ccc2c(c1)OCCO2)N1CCC(c2nc3ccccc3s2)CC1 ?
DAGLB inh: -2.8; PKA-R1A act: -1.5; CDK5 inh: 1.3; phage Ecoli inh: 2.1; PKA-R2B activ: 8.8; HTR5A ag: 1.4; Tat transport: -2.5; Ecoli viability: -1.3; SUMO Mot1 rescue: -10.1; AddAB inh: -0.6; HTR5A inv ag: -4.3

How did Cn1cnnc1SCC(=O)c1ccc(OC(F)F)cc1 do in these assays?
DAGLB inh: 1.2; PKA-R1A act: -10.1; CDK5 inh: 0.4; phage Ecoli inh: 2.7; PKA-R2B activ: 9.9; HTR5A ag: 1.7; Tat transport: 2.3; Ecoli viability: -0.2; SUMO Mot1 rescue: -11.5; AddAB inh: -0.4; HTR5A inv ag: -24.9

What do the screens show for `Cc1ccc2[nH]c3c(N4CCN(Cc5ccccc5)CC4)ncnc3c2c1`?
DAGLB inh: 2.7; PKA-R1A act: 3.1; CDK5 inh: -1.3; phage Ecoli inh: 3.7; PKA-R2B activ: 1.1; HTR5A ag: -4.7; Tat transport: -3.2; Ecoli viability: 2.9; SUMO Mot1 rescue: 13.1; AddAB inh: 3.8; HTR5A inv ag: -26.5

What do the screens show for `CN(C)c1ccc(NC(=O)c2ccc(COc3cccc(Cl)c3)o2)cc1`?
DAGLB inh: -1.8; PKA-R1A act: -0.7; CDK5 inh: -0.2; phage Ecoli inh: 5.3; PKA-R2B activ: 2.4; HTR5A ag: -1.7; Tat transport: 4.8; Ecoli viability: 1.6; SUMO Mot1 rescue: 128.9; AddAB inh: 5.0; HTR5A inv ag: 4.0

What do the screens show for `CC(C)OC(=O)c1c(-c2ccc(C(C)C)cc2)csc1NC(=O)C1CCCO1` (stereo not drawn)?
DAGLB inh: -5.0; PKA-R1A act: -10.0; CDK5 inh: -0.2; phage Ecoli inh: -0.5; PKA-R2B activ: -6.3; HTR5A ag: 2.8; Tat transport: 16.0; Ecoli viability: -1.5; SUMO Mot1 rescue: 33.8; AddAB inh: 2.7; HTR5A inv ag: 0.0

Results for CCOCCCN1CC(=O)N2[C@@H](Cc3c([nH]c4ccccc34)C2(C)C)C1=O ?
DAGLB inh: -4.6; PKA-R1A act: 7.5; CDK5 inh: -0.1; phage Ecoli inh: 0.2; PKA-R2B activ: 6.9; HTR5A ag: -1.4; Tat transport: 0.7; Ecoli viability: -0.7; SUMO Mot1 rescue: 11.3; AddAB inh: -2.0; HTR5A inv ag: 5.2

How did COCCCNC(=S)Nc1cccc2ncccc12 do in these assays?
DAGLB inh: -0.5; PKA-R1A act: -5.8; CDK5 inh: 3.1; phage Ecoli inh: 2.0; PKA-R2B activ: 1.7; HTR5A ag: -2.0; Tat transport: -3.7; Ecoli viability: 2.5; SUMO Mot1 rescue: -12.7; AddAB inh: -0.6; HTR5A inv ag: -6.3

How did O=C1NC(c2ccccc2)=C(c2nc3ccccc3s2)C(c2ccc(O)cc2)N1 (stereo not drawn) do in these assays?
DAGLB inh: 5.3; PKA-R1A act: -5.7; CDK5 inh: -2.5; PKA-R2B activ: 5.2; HTR5A ag: 37.7*; Tat transport: 25.5; Ecoli viability: -1.8; SUMO Mot1 rescue: -0.4; AddAB inh: 0.0; HTR5A inv ag: -71.2

Results for O=c1[nH]c2ccc(S(=O)(=O)N3CCCCC3)cc2[nH]1 ?
DAGLB inh: 1.4; PKA-R1A act: -0.7; CDK5 inh: -0.9; phage Ecoli inh: 0.7; PKA-R2B activ: -5.0; HTR5A ag: 2.4; Tat transport: 1.5; Ecoli viability: 1.7; SUMO Mot1 rescue: -22.6; AddAB inh: 1.0; HTR5A inv ag: -10.8

How did Cc1nn(-c2ccccn2)c2c1C(c1ccncc1)C1=C(CC(C)(C)CC1=O)N2 (stereo not drawn) do in these assays?
DAGLB inh: -3.2; PKA-R1A act: -8.1; CDK5 inh: -1.0; PKA-R2B activ: -2.0; HTR5A ag: -1.4; Tat transport: -0.4; Ecoli viability: -3.2; SUMO Mot1 rescue: -1.4; AddAB inh: -0.3; HTR5A inv ag: -2.0

Results for CCCCN(C(=O)c1cc2c(s1)CCC2)c1c(N)n(CCC)c(=O)[nH]c1=O ?
DAGLB inh: 2.2; PKA-R1A act: -14.6; CDK5 inh: -0.9; phage Ecoli inh: 3.3; PKA-R2B activ: -6.1; HTR5A ag: 2.4; Tat transport: 1.7; HTR5A inv ag: -6.3

How did CC(C)(C)C(=O)Nc1ccc(C(=O)COC(=O)c2ccccn2)cc1 do in these assays?
DAGLB inh: -0.2; PKA-R1A act: -6.0; CDK5 inh: 0.9; phage Ecoli inh: 1.4; PKA-R2B activ: 0.9; HTR5A ag: -5.8; Tat transport: 4.4; Ecoli viability: 0.8; SUMO Mot1 rescue: -18.0; AddAB inh: -0.7; HTR5A inv ag: 14.7

Results for CNC(=S)N(CCc1c(C)[nH]c2ccc(OC)cc12)Cc1cc(OC)c(OC)c(OC)c1 ?
DAGLB inh: 1.1; PKA-R1A act: -14.8; CDK5 inh: 1.0; phage Ecoli inh: 1.3; PKA-R2B activ: -9.7; HTR5A ag: 7.1; Tat transport: -0.1; Ecoli viability: -0.9; SUMO Mot1 rescue: -11.5; AddAB inh: -0.9; HTR5A inv ag: -20.0

How did CN(CC(=O)Nc1ccc(N2CCOCC2)cc1)C(=O)CSc1ccc(F)cc1 do in these assays?
DAGLB inh: -3.9; PKA-R1A act: -9.6; CDK5 inh: -0.9; phage Ecoli inh: -0.4; PKA-R2B activ: -4.1; HTR5A ag: 7.7; Tat transport: -1.7; Ecoli viability: -0.2; SUMO Mot1 rescue: 124.1; AddAB inh: 1.8; HTR5A inv ag: -21.1

What do the screens show for `COc1cc(OC)c2cc(C(=O)N[C@@H](Cc3ccccc3)C(=O)O)n(C)c2c1`?
DAGLB inh: -1.0; PKA-R1A act: 1.9; CDK5 inh: -0.2; phage Ecoli inh: 0.0; PKA-R2B activ: 0.4; HTR5A ag: 3.3; Tat transport: -1.1; SUMO Mot1 rescue: -15.8; HTR5A inv ag: -12.4

How did O=C(NC1CCCC1)C(c1ccc(N2CCOCC2)cc1)N(Cc1ccco1)C(=O)c1ccco1 (stereo not drawn) do in these assays?
DAGLB inh: 1.1; PKA-R1A act: -2.3; CDK5 inh: 0.2; phage Ecoli inh: 4.8; PKA-R2B activ: -9.5; HTR5A ag: 1.9; Tat transport: 1.2; Ecoli viability: 1.9; SUMO Mot1 rescue: 263.7; AddAB inh: 1.9; HTR5A inv ag: -5.2

What do the screens show for `Cc1ccc(S(=O)(=O)N(Cc2c(F)cccc2Cl)C(=O)N2CCN(C)CC2)cc1`?
DAGLB inh: 2.1; PKA-R1A act: -0.3; CDK5 inh: 1.4; phage Ecoli inh: 3.4; PKA-R2B activ: -6.0; HTR5A ag: -6.2; Tat transport: -0.2; Ecoli viability: -0.7; SUMO Mot1 rescue: -3.1; AddAB inh: -2.9; HTR5A inv ag: -5.4

What do the screens show for `CCCCC(CC)C(=O)Nc1ccc(Nc2ccccc2)cc1` (stereo not drawn)?
DAGLB inh: 0.1; PKA-R1A act: 1.6; CDK5 inh: 1.4; phage Ecoli inh: 2.7; PKA-R2B activ: 4.3; HTR5A ag: -2.1; Tat transport: -3.7; Ecoli viability: 3.8; SUMO Mot1 rescue: 0.9; AddAB inh: 3.7; HTR5A inv ag: 16.9

What do the screens show for `CCCCNC(=S)Nc1ccc(-c2nc3ccc(C)cc3s2)cc1`?
DAGLB inh: 1.3; PKA-R1A act: -2.1; CDK5 inh: -4.4; phage Ecoli inh: 1.9; PKA-R2B activ: -8.8; HTR5A ag: 6.0; Tat transport: 15.0; Ecoli viability: 0.3; SUMO Mot1 rescue: -0.9; AddAB inh: 2.3; HTR5A inv ag: -3.1

Bioassay records from PubChem BioAssay.
